# USP2a inh – inhibitors of human ubiquitin-specific protease USP2a; USP2 core, Ub-CHOP2 coupled fluorogenic reporter, 485/531; Potency, µM (series often up to 38.3 µM), without a hit: at the top dose activity change, negative = inhibition, hits mostly inhibitors; hit rate 0.01% among 330,000; AID 463254;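 also: potency is read from the fitted curve at half-maximal effect; plate controls were DMSO wells for no effect and full inhibition by NEM control for full effect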
# Target sequence (O75604 whole entry, looked up): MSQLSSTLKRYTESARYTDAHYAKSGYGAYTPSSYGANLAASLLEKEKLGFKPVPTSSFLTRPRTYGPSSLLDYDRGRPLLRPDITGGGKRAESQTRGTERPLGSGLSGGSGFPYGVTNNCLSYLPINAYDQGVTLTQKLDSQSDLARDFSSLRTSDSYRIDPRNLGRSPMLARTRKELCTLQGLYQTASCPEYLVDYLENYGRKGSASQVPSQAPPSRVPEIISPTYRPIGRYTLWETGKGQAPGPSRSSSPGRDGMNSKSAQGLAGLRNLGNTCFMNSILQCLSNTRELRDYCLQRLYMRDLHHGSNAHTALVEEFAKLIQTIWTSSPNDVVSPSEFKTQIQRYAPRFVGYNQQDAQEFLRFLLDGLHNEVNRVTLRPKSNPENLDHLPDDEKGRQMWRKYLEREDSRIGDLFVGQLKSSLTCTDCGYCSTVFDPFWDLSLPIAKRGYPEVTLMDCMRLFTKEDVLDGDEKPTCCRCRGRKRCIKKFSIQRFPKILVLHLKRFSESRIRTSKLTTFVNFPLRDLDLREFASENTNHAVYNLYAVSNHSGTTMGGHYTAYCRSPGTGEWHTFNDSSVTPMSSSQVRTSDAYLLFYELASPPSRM
#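 USP2 core (10nM final) preincubated 30min RT with compound in 20mM Tris-HCl pH 8.0, 2mM CaCl2, 2mM beta-mercaptoethanol, 0.05% CHAPS; 25nM Ub-CHOP2 plus 25nM reporter substrate added, fluorescence (Ex485/Em531) read after 60min.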
# uPA surface inh – cell surface uPA generation inhibition; hit rate 0.31% among 330,000; Potency, µM (series often up to 38.3 µM), for the others: top-dose activity change, negative = inhibition, usual class: inhibitors; cell surface uPA generation assay, qHTS; AID 540303; active = well fitted inhibition curve with a large enough effect; inconclusive = small, poorly fitted or top-dose-only effect; inactive = no such curve, though single readings can be large or run the other way; tested in mouse RAW 264.7 cells; also: potency is read from the fitted curve at half-maximal effect; % is scaled to controls: 0 for no effect and ±100 for the full control effect; nearly all actives have a fitted effect of over 55% in size
# ELG1 genotoxic – inducers of genotoxicity in HEK293T ELG1-luciferase cells | HEK293T ELG1-luciferase reporter, luminescence, 16 h | Potency, µM (highest dose often 46 µM), for the others: at the top dose activity change, positive = activation, actives largely listed as activators | hit rate 1.3% among 330,000 | AID 504466; also: potency is read from the fitted curve at half-maximal effect; % of control where 0% means no effect; nearly all actives have a fitted effect of over 60% in size
#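 Genotoxicity was scored as increased ELG1-luciferase reporter signal, measured by ONE-Glo luminescence (30 min, room temperature). Compound or vehicle exposure of the HEK293T reporter cells lasted 16 hr at 37°C.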
# B2AR arrestin – recruits beta-arrestin to the human beta2-adrenergic receptor; beta-arrestin recruitment to beta2AR, cell-based reporter; Potency, µM (highest dose often 46.1 µM), for the others: at the top dose activation, most hits filed as activators; P07550; AID 492947; hit rate 0.02% among 330,000;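 also: potency is read from the fitted curve at half-maximal effect; 0% = DMSO controls and full agonism = EC100 isoproterenol or metaproterenol; nearly all actives have a fitted effect of over 65% in size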
# TRPV1 agonist – activates the human vanilloid receptor TRPV1 | hit rate 0.19% among 320,000 | Q8NER1 | activation, % at 8.33 µM | TRPV1-expressing cells, Fluo-8 calcium influx, agonist mode; in the data active = activation above about 80%; inconclusive = between about 30% and that limit; also: 0% is about no effect
#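 Cells expressing TRPV1 were dye-loaded with Fluo-8 and read kinetically: 10 s baseline, 3 min after compound (agonist portion), then 2 min after EC20 capsaicin (allosteric enhancer portion). Calcium-bound dye fluorescence at 480/520 nm.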
# Eya2 inh – Eya2 (human) phosphatase inhibition | recombinant Eya2, OMFP fluorescence dephosphorylation (OMFP is methylfluorescein phosphate) | Potency, µM (highest dose often 76.9 µM), without a hit: at the top dose activity, negative = inhibition, usual class: inhibitors | hit rate 0.006% among 330,000 | AID 488837; also: potency is read from the fitted curve at half-maximal effect; % is scaled to controls: 0 for no effect and ±100 for the full control effect
#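 Eya2 (0.2 uM) preincubated 10 min at ambient with compound, then OMFP substrate added at 50 uM; 10 min reaction in 50 mM HEPES pH 7.5, 50 mM NaCl, 5 uM MgCl2, 0.05% BSA, 1 mM DTT. Fluorescence read at Ex 485/Em 525 nm.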
# p53 reactivation – mutant p53 re-activation in reporter cells | H1299 p53-A138V BP100-luciferase reporter, luminescence, 24 h | Potency, µM (doses to about 92.2 µM), for the others: at the top dose activity change, positive = activation, hits mostly activators | hit rate 0.063% among 320,000 | AID 504706; also: potency is read from the fitted curve at half-maximal effect; % of control where 0% means no effect; nearly all actives have a fitted effect of over 45% in size
#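 p53-null H1299 cells stably carrying temperature-sensitive p53-A138V and a BP100-luciferase reporter were pinned with compounds (4-point, 1:5 series) and held 24 hrs at 37 deg C. Luminescence was read 10 min after detection reagent.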
# a7 integrin act – activates integrin-mediated alleviation for muscular dystrophy | hit rate 0.064% among 350,000 | Potency, µM (top dose mostly 38.3 µM), for inactives: at the top dose activation, actives largely listed as activators | alpha7betagal myoblasts, beta-gal FDG fluorescence, 48 h;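 also: potency is read from the fitted curve at half-maximal effect; 100% = response of the positive control SU9516; nearly all actives have a fitted effect of over 60% in size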
#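 alpha7betagal+/- myoblasts (passage 13, 250/well) treated 48 h at 37C with compounds at 1:260 dilution of DMSO stock. Lysed, then beta-galactosidase activity read as FDG fluorescence (ex 480/em 540) after 30 min, with pre-read for autofluorescence.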
# PTAP TSG101 blk – blocks PTAP/TSG101 interaction to inhibit HIV-1 budding | Q99816 | Fluorescence polarization, FITC-PTAP peptide / Tsg101 binding | Potency, µM (series often up to 115 µM), inactives show at the top dose activity change, negative = inhibition, hits mostly inhibitors | 340,000 tested, under 10 active; active = well fitted inhibition curve with a large enough effect in the main read-out, with a control signal flat, not every such curve was filed as active; inconclusive = small, poorly fitted or top-dose-only effect, or effect the other way, or a change in a side signal; inactive = no such curve, though single readings can be large or run the other way; also: potency is read from the fitted curve at half-maximal effect; % of control where 0% means no effect
# Target sequence (Q99816 whole entry, looked up): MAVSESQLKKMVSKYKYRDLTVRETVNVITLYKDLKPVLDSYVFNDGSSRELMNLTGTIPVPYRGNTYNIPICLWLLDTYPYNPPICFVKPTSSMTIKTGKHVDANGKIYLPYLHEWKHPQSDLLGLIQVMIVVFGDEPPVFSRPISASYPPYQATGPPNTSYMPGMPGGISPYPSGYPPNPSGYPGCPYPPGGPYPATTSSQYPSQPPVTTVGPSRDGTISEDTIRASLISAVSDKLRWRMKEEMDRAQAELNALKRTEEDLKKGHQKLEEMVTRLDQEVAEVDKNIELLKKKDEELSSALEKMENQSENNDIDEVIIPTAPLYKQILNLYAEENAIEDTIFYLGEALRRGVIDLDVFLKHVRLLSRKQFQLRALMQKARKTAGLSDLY
#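 Tsg101 binding domain (10 uM final) was mixed with compound and a FITC-labeled PTAP peptide (50 nM final) in HEPES pH 7.5 buffer with NaCl, Tween 20, EDTA and TCEP; fluorescence polarization was read after 20 min at r.t.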
# ASM inhibitor – inhibitors of human secretory acid sphingomyelinase; placental ASM, HMU-PC fluorogenic substrate, 60 min; hit rate 0.006% among 340,000; P17405; AID 504937; Potency, µM (series often up to 57.5 µM), for the others: top-dose activity change, negative = inhibition, hits mostly inhibitors; also: potency is read from the fitted curve at half-maximal effect
#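 Human placenta-derived ASM enzyme was preincubated with compound for 10 minutes at room temperature, then given fluorogenic substrate HMU-PC0 (9 uM final) for 60 minutes at 37 °C; a pH 10 stop preceded fluorescence reading at Ex 386/Em 447 nm.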
# BRCA1 expr up – BRCA1 expression activation. MCF7-BRCA1-FFLuc reporter, luminescence, 48 h; response scale: scaled: vehicle 0%, 10 µM genistein 100%. Potency, µM (titrated, usually from 46.1 µM), for inactives: top-dose activation, most hits filed as activators. hit rate 1.1% among 380,000; also: potency is read from the fitted curve at half-maximal effect; nearly all actives have a fitted effect of over 80% in size; some results filed as inactive show a strong effect at the top dose
#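 MCF7-BRCA1-FFLuc cells, 2000/well in phenol-red-free MEM, attached 2 h then treated 48 h at 37 C. Luciferase luminescence read 15 min after reagent; normalized to genistein maximum activation (10microM) and DMSO, concentration-response fitted.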
# The depositor's hits bear a star; ? = inconclusive; nt = no result given; [ ] = dose if it differs, or a comment. Unless noted, calls follow the shape of the dose curve; as a rule, active = well fitted curve in the direction sought with a large enough effect; inconclusive = small, poorly fitted or top-dose-only effect, or another doubt; inactive = no such curve, though single readings can be large; an effect the other way counts as inactive or inconclusive.
# Results follow in this order: USP2a inh | uPA surface inh | ELG1 genotoxic | B2AR arrestin | TRPV1 agonist | Eya2 inh | p53 reactivation | a7 integrin act | PTAP TSG101 blk | ASM inhibitor | BRCA1 expr up
Fc1cccc(Cc2noc(CN3CCN(c4cnccn4)CC3)n2)c1
  3% | -4% | -5% | -0.7% | 0 | -12% | -1% | 10% | -3% | 5% | -15%
COc1ccc(N(C)S(=O)(=O)c2cccc(C(=O)OCC(=O)N3CC(C)CC(C)C3)c2)cc1 (stereo not given)
  1% | 1% | 0% | -1.3% | nt | -6% | -1% | -5% | -10% | -1% | -11%
COc1cc(C(C)=O)ccc1COc1ccc(C(=O)O)cc1OC
  0% | -1% | -4% | -0.2% | 0 | 3% | 1% | -2% | -3% | 5% | 2%
CCOC(=O)c1ccccc1NC(=O)Cc1ccccc1OC
  -1% | nt | 1% | -1.6% | 21 | -21% | -3% | 6% | -3% | -1% | -10%
O=C(NCc1ccco1)c1cc2nc(C3CC3)cc(C(F)(F)F)n2n1
  3% | 2% | 4% | -0.2% | 1 | 0% | -4% | 17%[1.53 µM] | 0% | -5% | -22%
CCC(NC(=O)c1cc(COc2ccc(F)cc2Cl)on1)c1ccncc1 (stereo not given)
  2% | 11% | 0% | -0.4% | 25 | 6% | nt | 21% | 0% | 4% | 13%
CCOc1ccc(NS(=O)(=O)c2ccc(NS(=O)(=O)c3ccccc3)cc2)cc1
  0% | nt | -2% | 0.2% | -1 | -1% | -2% | 0% | 41%[activator] | -8% | -9%
CCOC(=O)C1=C(CSc2nc(CC)c(C)cc2C#N)OC(N)=C(C#N)C1c1ccccc1 (stereo not given)
  -2% | -3% | 2% | 0.3% | -2 | -23% | 1% | 12% | 0% | 6% | -24%
CCOC(=O)CSc1nc2sc(C)c(C)c2c(=O)[nH]1
  2% | -4% | 2% | 0.0% | 1 | 24% | -1% | 11% | 0% | -2% | 0%
Cn1c(SCc2n[nH]c(=S)o2)nnc1-c1ccccc1
  1% | -4% | 1% | -0.6% | -3 | -2% | -1% | 15% | -3% | 9% | -2%
Cc1cc(C)c2c(N)c(C(=O)C(C)(C)C)sc2n1
  1% | -2% | 3% | 0.0% | ? | 5% | 2% | 2% | -4% | 217%[activator] | -15%
CCc1ccccc1NC(=O)CCC(=O)OCC(=O)c1ccc(-c2ccccc2)cc1
  1% | 1% | 1% | -0.5% | -2 | 0% | -5% | 16% | -2% | nt | 15%
S=C(NCc1cccc(Cl)c1)NC1CCCCC1
  0% | 3% | -8% | 0.3% | ? | -1% | 7% | -34% | -2% | 3% | -7%
Cc1nnc(SCC(=O)N(C)CC(=O)Nc2ccccc2Cl)s1
  0% | 0% | 2% | 0.9% | -2 | -24% | -6% | -1% | -5% | 5% | 9%
CCOC(=O)C1(Cc2cccc(Cl)c2)CCCN(CCO)C1 (stereo not given)
  0% | 0% | -9% | -0.2% | 3 | -9% | 0% | 2% | -1% | -2% | 0%
O=C(NC1CCCCCCC1)c1cc(F)c(F)cc1Cl
  5% | -8% | ? | -0.1% | 4 | -5% | 6% | -11% | -5% | -4% | 1.8µM*
COc1cccc(-n2c(Cc3cc(=O)[nH]c(=O)[nH]3)nnc2SCc2cccnc2)c1
  4% | 6% | 0% | -0.4% | nt | 0% | 2% | 15% | -6% | 5% | -14%
CC(C)N(C(=O)c1ccccc1-c1ccccc1)C(C)C
  2% | 4% | 1% | -0.2% | 3 | 17% | -2% | -29% | -4% | -3% | -19%
Cc1ccc(S(=O)(=O)N2CCN(C(=O)COC(=O)CSc3ccccc3)CC2)c(C)c1
  6% | 1% | 0% | -0.3% | 2 | -3% | -5% | 0% | -3% | nt | -12%
COCCNC(=O)C1CCC(CNS(=O)(=O)c2ccc3c(c2)CC(C)N3C(=O)C2CC2)CC1 (stereo not given)
  -3% | 4% | 4% | -0.7% | 0 | 3% | 0% | -18% | -5% | 27% | -4%
C/C=C/CSc1nc2c(c(=O)[nH]c(=O)n2C)n1Cc1ccc(C)cc1
  2% | -9% | 21µM* | -0.3% | 5 | -11% | 1% | -6% | -5% | 4% | 26%
COc1cccc(N=CNc2cccc(OC)c2)c1
  nt | 0% | nt | nt | nt | nt | nt | 13% | -6% | -1% | 2%
Cc1cccc(N2CCN(CC(=O)N(C3CCCC3)C3CCS(=O)(=O)C3)CC2)c1C (stereo not given)
  3% | 2% | -3% | 0.0% | 3 | -2% | -14% | -19% | -1% | -2% | -24%
CCCCn1c(N)c(N(CC)C(=O)c2ccc3c(c2)S(=O)(=O)c2ccccc2C3=O)c(=O)[nH]c1=O
  0% | 3% | 2% | -0.5% | 5 | -1% | -1% | -3% | -3% | 5% | -4%
CC(=O)N1C(C)(C)CC(=NOS(=O)(=O)c2ccccc2)CC1(C)C
  1% | 8% | 0% | -0.2% | 3 | 1% | -3% | 26% | 2% | 8% | 31%
Cc1ccc(-n2nc3c(=O)n(CC(=O)NC4CCCCCC4)nc(C)c3c2C)cc1
  3% | -3% | -2% | -0.1% | 1 | -1% | 1% | -6% | -1% | 2% | 6%
Cc1ccc(S(=O)(=O)N2CCCN(S(=O)(=O)C3CCS(=O)(=O)C3)CC2)cc1 (stereo not given)
  3% | nt | 1% | -0.2% | nt | 6% | -9% | -24% | -2% | 3% | -15%
Cc1ccc(C)c(-c2nnc(NC(=O)c3ccco3)o2)c1
  1% | -10% | -7% | 0.2% | -2 | 7% | 0% | -12% | 0% | -2% | -42%
O=C(NC1CCCc2ccccc21)N[C@@H](Cc1ccccc1)C(=O)O (stereo not given in full)
  0% | 2% | 3% | -0.6% | 1 | 17% | 2% | 13% | -1% | 1% | -7%
O=C(NCC(c1ccc(F)cc1)N1CCOCC1)c1cccnc1Sc1ccc(Cl)cc1 (stereo not given)
  0% | 3% | -6% | 0.2% | 1 | -22% | -10% | 24% | -3% | -3% | -34%
O=[N+]([O-])c1ccc(Cc2ccc([N+](=O)[O-])cc2)cc1
  nt | 3% | nt | nt | nt | nt | nt | 13% | -4% | -5% | -15%
OCC1(CCc2ccccc2)CCN(Cc2c(F)ccc(F)c2F)CC1
  2% | 14% | -5% | 0.2% | 0 | 3% | -1% | ? | -1% | 4% | -24%
CCOC(=O)c1[nH]c2ccc(OC)cc2c1NC(=O)CN1CCC2(CC1)OCCO2
  0% | -2% | 3% | 0.4% | 13 | -2% | -3% | 7% | -6% | 174%[activator] | -15%

# Entries above containing two or more sulfur atoms (six):
# Results follow in this order: USP2a inh | uPA surface inh | ELG1 genotoxic | B2AR arrestin | TRPV1 agonist | Eya2 inh | p53 reactivation | a7 integrin act | PTAP TSG101 blk | ASM inhibitor | BRCA1 expr up
CCOc1ccc(NS(=O)(=O)c2ccc(NS(=O)(=O)c3ccccc3)cc2)cc1
  0% | nt | -2% | 0.2% | -1 | -1% | -2% | 0% | 41%[activator] | -8% | -9%
CCOC(=O)CSc1nc2sc(C)c(C)c2c(=O)[nH]1
  2% | -4% | 2% | 0.0% | 1 | 24% | -1% | 11% | 0% | -2% | 0%
Cn1c(SCc2n[nH]c(=S)o2)nnc1-c1ccccc1
  1% | -4% | 1% | -0.6% | -3 | -2% | -1% | 15% | -3% | 9% | -2%
Cc1nnc(SCC(=O)N(C)CC(=O)Nc2ccccc2Cl)s1
  0% | 0% | 2% | 0.9% | -2 | -24% | -6% | -1% | -5% | 5% | 9%
Cc1ccc(S(=O)(=O)N2CCN(C(=O)COC(=O)CSc3ccccc3)CC2)c(C)c1
  6% | 1% | 0% | -0.3% | 2 | -3% | -5% | 0% | -3% | nt | -12%
Cc1ccc(S(=O)(=O)N2CCCN(S(=O)(=O)C3CCS(=O)(=O)C3)CC2)cc1 (stereo not given)
  3% | nt | 1% | -0.2% | nt | 6% | -9% | -24% | -2% | 3% | -15%

# High-throughput results as filed in PubChem.
